# Bioassay records: PubChem, National Center for Advancing Translational Sciences (NCATS)
# S3 lipid droplet = qHTS Assay for Lipid Storage Modulators in Drosophila S3 Cells; Drosophila S3 cells, BODIPY lipid droplet fluorescence, 18-24 h; cells fed with added oleic acid; 0.64% of 320,000 active; Potency in µM for hits, for the others lipid storage change, negative = inhibition, % at the top dose, mostly 46.1 µM; AID 2685, 2010; active = well fitted inhibition curve with a large enough effect in the signal ratio, with a control signal flat, not every such curve was filed as active; inconclusive = small, poorly fitted or top-dose-only effect, or effect the other way, or a change in a side signal; the % refers to the signal ratio
#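 Laser-scanning cytometry quantifies lipid droplet accumulation (500–530 nm total intensity; droplet/cell object ratio) in oleic acid-fed (400 uM added) Drosophila S3 cells treated with a concentration series. 20 uM Triacsin C defined 100% inhibition.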
# S3 lipid droplet cell count max = further read-out of S3 lipid droplet, marked with its call; cell number change, %; measured here: cell count max response;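 cells counted by Cell Tracker Red CMTPX staining in the red channel; peak over a dose series mostly up to 46.1 µM; percent activity relative to internal control wells on each plate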
# The depositor's hits bear a star; i = inactive; ? = inconclusive; nt = no result given. % is set by controls: 0 for no effect and ±100 for the full control effect; potency is the fitted concentration of half-maximal effect.
SMILES,S3 lipid droplet,S3 lipid droplet cell count max
Cn1c2c(c(=O)c3ccccc31)CCC(C)(C)O2,?,nt
c1ccc(CN2CCC3(CC2)Nc2ccccc2CO3)cc1,?,nt
O=C(NCc1ccc2c(c1)OCO2)C(=O)NCC1OCCN1S(=O)(=O)c1ccc(Cl)cc1 (centres undefined),?,nt
Cc1ccc2nc(NC(=O)CC3Oc4ccccc4NC3=O)sc2c1 (centres undefined),14.4%,-12.1
CCN(CC)CCNC(=O)C1CCN(S(=O)(=O)c2c(C)noc2/C=C/c2ccccc2F)CC1,?,nt
NC(=O)C1CCN(C(=O)c2cc3c(s2)CCCCC3)CC1,4.5%,2.7
Cc1ccc(CNC(=O)C2CCC(=O)N2Cc2ccccc2Cl)cc1 (centres undefined),-4.0%,1.5
O=C1CN(C(=O)c2cc3ccccc3oc2=O)C(c2ccc(F)cc2)c2cc(Br)ccc2N1 (centres undefined),-1.0%,-7.5
COC(=O)c1ccccc1S(=O)(=O)N1CCC(C(=O)N(C)CCOc2ccccc2)CC1,i,nt
Cc1ccc(N2C(=O)CS/C2=C(\C(Cl)=C(Cl)Cl)[N+](=O)[O-])cc1,?,nt
O=[N+]([O-])c1ccc(Oc2ccc(-c3nnco3)cc2)c(Cl)c1,?,nt
COCCNCCOc1ccc(C)cc1[N+](=O)[O-],-2.2%,2.9
Cc1nnc2ccc(-c3ccc(NS(=O)(=O)c4ccccc4F)cc3)nn12,?,nt
CCOC(=O)C1(CCOc2ccccc2)CCN(Cc2ccc(C)o2)CC1,?,nt
CC(C)CN1CCN(Cc2cnc(N3CCOCC3)s2)CC1CCO (centres undefined),9.7%,24.7
COC(=O)[C@@H](NC(=O)O[C@@H]1C(=O)c2ccc(OC)cc2O[C@H]1c1cccc(C(F)(F)F)c1)C(C)C,?,nt
O=S(=O)(Nc1ccc(-c2ccc3nncn3n2)cc1)c1ccc(Cl)s1,?,nt
COc1cc2c(cc1OC)N1C(=O)CC(OCC(=O)O)C3C4CC5(CCN5C(=O)C4=O)C2C31 (centres undefined),-22.3%,-8.0
CCOC(=O)CSc1nc2cc3c(cc2cc1C#N)OCO3,?,nt
Clc1ccccc1OCCn1cnc2ccccc21,?,nt
CCOCCCNC(=S)NCCNc1nc2ccc(C)cc2cc1C#N,3.7%,4.3
CCOC(=O)c1ccc(NC(=O)CSc2nnc(COc3ccccc3)n2C)cc1,?,nt
O=C(/C=C/c1ccc2ccccc2n1)N1CCN(c2ccccc2)CC1,1.6%,3.1
CC(C)(C)c1ccc(-c2cnco2)cc1,-8.2%,-10.6
Cc1nnc2n(Cc3ccccc3)c(=O)c3c4c(sc3n12)COC(C)(C)C4,12.6%,-25.9

# Compounds above that have an aryl thioether with sulfur outside any ring:
SMILES,S3 lipid droplet,S3 lipid droplet cell count max
CCOC(=O)CSc1nc2cc3c(cc2cc1C#N)OCO3,?,nt
CCOC(=O)c1ccc(NC(=O)CSc2nnc(COc3ccccc3)n2C)cc1,?,nt

# (further entries)
SMILES,S3 lipid droplet,S3 lipid droplet cell count max
O=C(CSc1nnc2scc(-c3ccccc3)n12)Nc1ccc2c(c1)OCCO2,12.8%,6.6
CCCCC(=O)Nc1ccc(Br)cn1,?,nt
Nn1c(SCC(=O)NNC(=O)c2ccccc2)nnc1-c1ccccc1F,?,nt
O=S(=O)(c1ccc(Cl)cc1)N1CCN2CCCC2C1 (centres undefined),i,28.0
O=C(/C=C/c1ccccc1)NC(=S)Nc1ccc2c3c(cccc13)CC2,?,nt
O=S(=O)(c1ccc(Br)cc1)n1ccc2ccccc21,-19.1%,-23.9
NC(=O)c1c(NC(=O)Cn2cnc([N+](=O)[O-])n2)sc2c1CCCC2,-1.1%,1.4
CN(CC(=O)Nc1cccc(F)c1)C(=O)c1ccc(S(=O)(=O)N2CCCC2)cc1,?,nt
Oc1cccc(Nc2nc(-c3ccccc3Cl)nc3ccccc23)c1,-24.3%,nt
COc1cc(OC)c(S(=O)(=O)Nc2ccc(C)cn2)cc1NC(C)=O,-0.9%,10.8
O=C(OCC(=O)N1CCCC1)c1ccc(Cl)c([N+](=O)[O-])c1,?,nt
Cc1cc(OCC(=O)NC2CCCCC2)ccc1Cl,?,nt
Cc1ccc(N2C(=O)N(CC(=O)Nc3ccc(C)c(C)c3)C(=O)C2C)cc1 (centres undefined),29.7%,10.9
CC1CCN(S(=O)(=O)c2ccc(N=NC3=C(O)CC(C)(C)CC3=O)cc2)CC1,?,nt
CC(=O)Nc1ccc(NC(=O)c2ccc(COc3ccc4c(C)cc(=O)oc4c3)cc2)cc1,-23.1%,-23.1
COc1nc(C#N)nc(N(C)C)n1,-8.7%,-4.2
Cc1onc(-c2ccccc2Cl)c1C(=O)Nc1ccccc1N1CCOCC1,?,nt
COc1ccccc1C(=O)NCCn1cc(SCC(=O)NCc2ccco2)c2ccccc21,-8.2%,-16.8
O=C(NCCCN1CCCC1=O)c1ccc(OC(F)(F)F)cc1,27.3%,nt
C=CCn1c(=O)c(C(=O)Nc2ccccc2OC)c(O)c2ccccc21,?,nt
CC(C)CCSc1nc(N)c(C#N)cc1C#N,?,nt
COc1ccc(NC(=S)N2CCCN(Cc3cc(C)ccc3C)C2)cc1,5.3%,16.7
O=[N+]([O-])c1ccc(NCCCNS(=O)(=O)c2ccccc2)cc1,24.3%,nt
O=C(O/N=C/c1ccc(Cl)cc1)C1CCCCC1,-9.0%,-3.2
COc1ccc(NC(=O)CCc2ccccc2)cc1S(=O)(=O)N1CCCCC1,?,nt
# Other entries
SMILES,S3 lipid droplet,S3 lipid droplet cell count max
CC(=O)N/C(=C/c1ccc(OS(=O)(=O)c2ccc(C)cc2)cc1)C(=O)NCCO,-13.0%,10.1
Cc1ccc(S[C@@H](CCN2CC[C@H](C)CCC2=O)c2ccccc2)cc1,?,nt
CSc1ccccc1NC(=O)c1ccc(C)o1,?,nt
c1ccc(CCCCN2CCN=C2Nc2ccccc2)cc1,?,nt
CC(C)CCNC(=O)COc1ccc(C(=O)c2ccccc2)cc1,?,nt
O=C(COC(=O)c1ccccc1Oc1ccccc1)NC1CCS(=O)(=O)C1 (centres undefined),?,nt
CN(C)CCCN(C(=O)c1ccc(S(=O)(=O)N(C)C2CCCCC2)cc1)c1nc2ccc(F)cc2s1,?,nt
O=c1c(-c2cccc3ccccc23)[n+]([O-])c2ccccc2n1O,?,nt
COc1ccc(/C=N/NC(=O)c2cc(O)c(O)c(O)c2)cc1Cn1cc([N+](=O)[O-])cn1,7.7%,-6.5
Cc1nccn1CC(O)COc1ccc(Cl)cc1Cl (centres undefined),i,24.9
C=CCc1cccc2cc(C(=O)N3CCN(C(=O)c4ccccc4)CC3)c(=O)oc12,?,nt
CC1=CC(=O)C(C(C)C)=C/C1=N\OC(=O)c1cccc2nc(C)oc12,0.7%,-1.0
O=[N+]([O-])c1cc(S(=O)(=O)N2CCCC2)ccc1N/N=C1/CCCc2ccccc21,?,nt
CCOC(=O)CC1C(=O)NCCN1c1nc2ccc(C)cn2c(=O)c1/C=C1\SC(=S)N(CC(C)C)C1=O (centres undefined),?,nt
O=C(COC(=O)CNS(=O)(=O)c1ccc(Br)cc1Cl)NCCc1ccccc1,19.7%,4.2
CC(=O)Nc1cccc(C(=O)OCc2ccc([N+](=O)[O-])cc2)c1,-14.3%,0.2
COc1cc(/C=N/N2C(=O)CSC2=S)cc(Br)c1O,?,nt
O=C(NCCCN1CCOCC1)c1cc(-c2ccc(Br)cc2)nc2ccccc12,?,nt
CCOC(=O)Cn1c(=O)oc2cc(S(=O)(=O)N3CCN(c4ccccn4)CC3)ccc21,?,nt
CSc1nnc(-c2ccc(O)cc2)n1C,?,nt
COc1cc([C@@H]2c3cc4c(cc3[C@@H](O)[C@H]3COC(=O)[C@H]23)OCO4)cc(OC)c1O[Si](C)(C)C(C)(C)C,?,nt
Cc1ccc(S(=O)(=O)N(C)c2ccc(OCC(=O)OCc3c(C)noc3C)cc2)cc1,?,nt
COc1ccc(-c2cc(C(=O)NNC(=S)NC(=O)c3c(-c4ccccc4)noc3C)[nH]n2)cc1,17.8%,12.0
CC(=O)Nc1ccc(NC(=O)CCC(=O)Oc2ccc(C)cc2)cc1,3.8%,18.6
COCCN(CC(=O)Nc1ccccc1C(F)(F)F)C(=O)/C=C/c1cc(Cl)c2c(c1)OCO2,?,nt

# Four of these compounds, reformatted:
Compound: O=[N+]([O-])c1cc(S(=O)(=O)N2CCCC2)ccc1N/N=C1/CCCc2ccccc21
  S3 lipid droplet = ?; S3 lipid droplet cell count max = nt
Compound: COc1ccccc1C(=O)NCCn1cc(SCC(=O)NCc2ccco2)c2ccccc21
  S3 lipid droplet = -8.2%; S3 lipid droplet cell count max = -16.8
Compound: COc1ccc(/C=N/NC(=O)c2cc(O)c(O)c(O)c2)cc1Cn1cc([N+](=O)[O-])cn1
  S3 lipid droplet = 7.7%; S3 lipid droplet cell count max = -6.5
Compound: O=C(/C=C/c1ccc2ccccc2n1)N1CCN(c2ccccc2)CC1
  S3 lipid droplet = 1.6%; S3 lipid droplet cell count max = 3.1

# Next part
SMILES,S3 lipid droplet,S3 lipid droplet cell count max
N#Cc1c(N)n(CCNC(=O)c2cccs2)c2nc3ccccc3nc12,i,-2.6
NC1CCN(c2c(F)cc3c(=O)c(C(=O)O)cn(C4CC4)c3c2Cl)C1 (centres undefined),1.0%,13.8
CCOc1cc2[nH]c(=O)n(CCC(=O)NCCc3ccccc3)c(=O)c2cc1OCC,0.8%,-15.2
CCC(C(=O)NC1CCCC1)N(C(=O)Cn1nnc(-c2ccc(C)o2)n1)c1cccc(OC)c1 (centres undefined),?,nt
CN1CCN(S(=O)(=O)c2ccc(NC(=S)NC(=O)C3CCCC3)cc2)CC1,-1.1%,nt
Cc1cccc(Nc2nc(N)nc(CN3CCN(C)CC3)n2)c1,?,nt
CCOc1nc(-c2ccccc2O)nc2ccccc12,?,nt
CCCn1c(SCC(=O)NC)nnc1C(C)C,?,nt
Cc1nn2c(-c3ccc(F)cc3)ccnc2c1Cl,?,nt
CCCCCCSc1nnc(N)s1,10.0%,nt
Fc1ccc(-c2nnc3sc(C4COc5ccccc5O4)nn23)cc1 (centres undefined),?,nt
Cc1[nH]c2ccccc2c1CCN(Cc1cccnc1)C(=S)Nc1cccc(F)c1,4.8%,0.7
O=C(Cc1cccc2ccccc12)N/N=C/C=C/c1cccc([N+](=O)[O-])c1,-11.5%,-10.3
C=CCN1c2ccccc2[C@]23C[C@@H](C(=O)OC)N(C(=O)c4cc(C)oc4C)C2=NC(C(=O)OC)=C(C(=O)OC)[C@H]13,?,nt
Cc1cn(S(=O)(=O)c2ccc(Cl)cc2)c(C)n1,16.0%,5.6
O=C(Nc1ccc(C(=O)O)cc1)/C(=C\c1ccc2c(c1)OCO2)NC(=O)c1ccc(Br)o1,?,nt
Cc1ccccc1CS(=O)(=O)c1ncc(Cl)c(C(=O)Nc2ccc(F)cc2)n1,?,nt
OC(COc1ccc2c(c1)OCO2)CN1CCN(c2ccc(F)cc2)CC1 (centres undefined),?,nt
CCc1nnc(NS(=O)(=O)c2ccc(NC(=O)c3ccc(Cl)cc3)cc2)s1,?,nt
N=C1/C(=C/c2ccc(Br)o2)C(=O)N=C2SC(CC(=O)N3CCCC3)=NN12,i,-3.1
O=C(c1ccc(OC2CCN(CCc3ccccc3)CC2)cc1)N1CCCC1,-19.2%,10.5
CCN(CC(=O)Nc1c(F)cccc1F)C(=O)c1ccc(OCc2c(C)noc2C)cc1,?,nt
COc1ccc(F)cc1S(=O)(=O)N1CCN(Cc2ccc3c(c2)OCO3)CC1,?,nt
Cc1sc2nc(SCC(=O)Nc3cccc(C(=O)O)c3)[nH]c(=O)c2c1C,?,nt
Cc1onc(-c2ccccc2Cl)c1C(=O)N1CCN(c2cccc(Cl)c2)CC1,10.9%,0.6

# Look-ups from the entries so far:
# Result for `N=C1/C(=C/c2ccc(Br)o2)C(=O)N=C2SC(CC(=O)N3CCCC3)=NN12` under S3 lipid droplet cell count max: -3.1
# Result for `O=C(c1ccc(OC2CCN(CCc3ccccc3)CC2)cc1)N1CCCC1` under S3 lipid droplet: -19.2%

# Later entries.
SMILES,S3 lipid droplet,S3 lipid droplet cell count max
CC(SCCc1ccccn1)C(=O)O (centres undefined),?,nt
COc1ccc(S(=O)(=O)N2CCC(C(=O)N3CCN(c4ccccc4OC)CC3)CC2)cc1,?,nt
Cc1c(CN2CCC(n3nccc3NC(=O)CCc3ccccc3)CC2)cnn1C,i,34.4
CC(=O)N(C)c1nc(-c2ccc(Cl)cc2)cs1,10.3%,-3.1
COC(=O)c1cc(=O)n(-c2ccc(C(F)(F)F)cc2)[nH]1,-5.6%,-2.9
CCn1cc(C(=O)NCc2ccccc2OC)c(=O)c2ccc(C)nc21,?,nt
CC(C)(C)c1ccccc1NC(=S)NC1CCCCC1,i,nt
Cc1ccc(OCc2ccc(C(=O)NCC3CCCO3)cc2)cc1 (centres undefined),8.3%,13.4
COc1ccc(NC(=O)c2cc(S(=O)(=O)N3CCOCC3)ccc2N2CCOCC2)cc1,?,nt
Cc1ccc(C(=O)N(C)CCOc2ccccc2)cc1S(=O)(=O)N1CCOCC1,?,nt
O=C(NCCCN1CCCC1=O)c1cccc(S(=O)(=O)N2CCN(c3ccccc3)CC2)c1,-22.2%,nt
COc1ccc(S(=O)(=O)N(CC(=O)NCCSc2ccccn2)c2ccccc2)cc1,?,nt
COCCN(C(=O)CCC(=O)Nc1cc(C)on1)C(C(=O)NC(C)(C)C)c1ccccc1Cl (centres undefined),?,nt
COc1ccc(NS(=O)(=O)c2ccc3oc(=O)ccc3c2)cc1,-5.7%,-11.6
C=CCc1c(C)c(C#N)c2nc3ccccc3n2c1N1CCCCC1,-2.7%,8.8
Cc1cc(C)cc(NC(=O)NCc2c(-c3ccccc3)noc2C)c1,?,nt
Cc1cc2oc(=O)c(CC(=O)NCCCO)c(C)c2c2occ(C(C)(C)C)c12,?,nt

# Not all compounds are listed (hit frequency here may not be typical).
